High-throughput results as filed in PubChem.
Epigenetic mod – epigenetic modulators derepressing GFP locus in mouse cells | mouse C127i GFP locus derepression, cytometry, 30 h | Potency, µM (titrated, usually from 46.1 µM), for inactives: at the top dose GFP derepression (activation) | 0.09% of 68,000 active; also: % of control where 0% means no effect
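Read-out is the number of GFP-positive cells, scored as fluorescent objects 20 to 120 um wide, reflecting derepression of a silenced CMV-GFP reporter in murine C127i cells after 30 h compound exposure at 37 C.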
BRCT inh red – BRCT-phosphoprotein interaction inhibition (red fluorophore) | AID 892 | BRCT-phosphopeptide binding, red fluorescence polarization | 0.03% of 75,000 active | Potency, µM (doses to about 76.9 µM), for inactives: top-dose activity change, negative = inhibition, actives largely listed as inhibitors | P38398; also: % is scaled to controls: 0 for no effect and ±100 for the full control effect
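Rhodamine-labelled pBACH1 10-mer (100 nM) bound to BRCT domain (100 nM) at pH 7.3; compounds incubated 12 min room temperature, polarization read. Free peptide defines full inhibition; unlabelled decapeptide titrated as control.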
HBB splicing – hemoglobin beta splicing modulation. 0.06% of 65,000 active. AID 925. Potency, µM (titrated, usually from 46.1 µM), without a hit: top-dose activation, most hits filed as activators. HBB splicing reporter cell assay, activation; EGFP reporter with mutant IVS2-654 intron; response scale: normalised to 500 nM splice-correcting PNA; also: potency is read from the fitted curve at half-maximal effect; 0% is about no effect
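HeLa cells stably expressing EGFP interrupted by mutant beta-globin intron 2 (IVS2-654), 500/well in 2% FCS. Treated with compound for 2 days at 37C. Splicing correction scored as total well GFP intensity (488 nm excitation, 500-520 nm emission); 500 nM antisense PNA served as control.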
UbGFP stabilizer – proteasome inhibitors stabilizing ubiquitin-GFP reporter. Ubiquitin-GFP reporter cells, proteasome inhibition, GFP fluorescence; response scale: untreated = 0%, 10 µM MG-132 = 100%. Potency, µM (doses to about 45.9 µM), for the others: at the top dose activation (GFP accumulation), usual class: activators. 67,000 tested, under 10 active. AID 526; active = well fitted activation curve with a large enough effect, not every such curve was filed as active; inconclusive = small, poorly fitted or top-dose-only effect, or another doubt; inactive = no such curve, though single readings can be large or run the other way; also: potency is read from the fitted curve at half-maximal effect
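Proteasome block read as GFP accumulation: ubiquitin(G76V)-GFP U2OS cells exposed to compound (2.9 nM–46 uM) for 4 hr at 37 C. Normalization used untreated cells as 0% and 10 uM MG-132 as 100%; concentration-response curves fitted.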
BRCT inh green – BRCA1 BRCT-phosphoprotein interaction inhibition. BRCA1 BRCT-phosphopeptide binding, green fluorescence polarization. Potency, µM (titrated, usually from 76.9 µM), for inactives: at the highest dose activity change, negative = inhibition, usual class: inhibitors. 0.05% of 75,000 active;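 also: potency is read from the fitted curve at half-maximal effect; plate controls were peptide without protein for full effect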
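Compounds were incubated for 12 min at room temperature with a complex of 100 nM fluorescein-tagged pBACH1 decapeptide and 250 nM His-tagged BRCT protein. Buffer was phosphate pH 7.3 with EDTA, DTT and Tween 20. Disruption of binding lowers the polarization signal.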
4MU fluor – compounds fluorescent in 4-MU spectral region | compound autofluorescence, 340/450 nm, 4-MU equivalents; active compounds read high | max dye-equivalent concentration, M | 11% of 59,000 active | AID 589; in the data active = max dye-equivalent concentration above about 10 nM; inconclusive = mostly about 1.1 nM to 9.6 nM
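Compounds in 100 mM Tris, pH 8.0, incubated 15 min at room temperature, then fluorescence read at 340 nm excitation/450 nm emission. Signal converted to 4-MU dye-equivalent concentration using an on-plate six-point 4-MU standard curve.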
Hsp90 Hop PPI – changes Hsp90-Hop TPR2A binding signal, up or down; AlphaScreen TPR2A-His6 binding biotin-Hsp90 C-terminal peptide; Potency, µM (titrated, usually from 57 µM), for inactives: at the highest dose activity change, negative = inhibition; 0.44% of 71,000 active; AID 595; active = well fitted curve in either direction with a large enough effect; inconclusive = small, poorly fitted or top-dose-only effect, or another doubt; also: potency is read from the fitted curve at half-maximal effect; % is scaled to controls: 0 for no effect and ±100 for the full control effect; many of its hits are not listed in these tables
15-hLO inh – 15-hLO (ALOX15) enzyme inhibition; P16050; purified 15hLO-1, xylenol orange hydroperoxide absorbance; Potency, µM (highest dose often 57.1 µM), for the others: at the top dose activity change, negative = inhibition, most hits filed as inhibitors; 1.4% of 74,000 active; also: potency is read from the fitted curve at half-maximal effect; % is scaled to controls: 0 for no effect and ±100 for the full control effect; nearly all actives have a fitted effect of over 55% in size
Target sequence (P16050 whole entry, looked up): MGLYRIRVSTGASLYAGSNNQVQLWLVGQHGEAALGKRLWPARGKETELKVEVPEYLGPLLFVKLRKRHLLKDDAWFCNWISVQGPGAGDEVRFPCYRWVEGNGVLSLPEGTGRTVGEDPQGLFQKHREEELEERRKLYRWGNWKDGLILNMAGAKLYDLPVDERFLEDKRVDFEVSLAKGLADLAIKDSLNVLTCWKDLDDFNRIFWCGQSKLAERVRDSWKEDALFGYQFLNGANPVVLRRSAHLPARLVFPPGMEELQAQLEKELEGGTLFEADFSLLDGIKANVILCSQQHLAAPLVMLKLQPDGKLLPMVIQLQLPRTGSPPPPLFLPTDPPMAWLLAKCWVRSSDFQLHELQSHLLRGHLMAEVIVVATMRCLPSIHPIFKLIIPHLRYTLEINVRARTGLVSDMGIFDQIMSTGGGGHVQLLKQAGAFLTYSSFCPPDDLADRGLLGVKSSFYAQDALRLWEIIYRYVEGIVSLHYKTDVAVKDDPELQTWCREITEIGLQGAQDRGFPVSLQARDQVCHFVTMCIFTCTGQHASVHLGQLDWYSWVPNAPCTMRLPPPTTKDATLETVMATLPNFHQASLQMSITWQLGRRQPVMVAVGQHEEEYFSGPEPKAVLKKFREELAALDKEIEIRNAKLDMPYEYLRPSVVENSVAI
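Quantitative HTS in 25 mM Hepes pH 7.5 containing 0.01% Triton X-100: human 15hLO-1 at 40 nM, arachidonic acid at 50 uM, 6 min turnover. Product quantified via ferrous oxidation/xylenol orange, 573:405 nm absorbance ratio.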
CRE Fsk mod – alters forskolin-stimulated CRE reporter signaling in CHO cells; CHO CRE-bla reporter (cAMP response element driving beta-lactamase), forskolin EC10, beta-lactamase ratio; Potency, µM (top dose mostly 38.2 µM), without a hit: top-dose activity change, negative = inhibition, most hits filed as activators; 2.5% of 71,000 active; AID 662; active = well fitted activation curve with a large enough effect in the signal ratio, with a control signal flat, not every such curve was filed as active; inconclusive = small, poorly fitted or top-dose-only effect, or effect the other way, or a change in a side signal; the % refers to the signal ratio; also: potency is read from the fitted curve at half-maximal effect; % of control where 0% means no effect
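Cells were plated overnight at 37 °C, exposed to compound titrations plus EC10 NKH 477 for 3 h, then given CCF4 dye for 2 h at room temperature. Blue/green (460/530 nm) ratio was converted to %Activity and AC50 values calculated.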
DNA Pol III inh – inhibitors of bacterial DNA polymerase III holoenzyme; reconstituted DNA polymerase III holoenzyme replication, biochemical; Potency, µM (series often up to 57.1 µM), inactives show at the highest dose activity change, negative = inhibition; 0.25% of 71,000 active; AID 603; also: potency is read from the fitted curve at half-maximal effect; % is scaled to controls: 0 for no effect and ±100 for the full control effect
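Reconstituted *E. coli* holoenzyme (0.35 nM Pol III, 1 nM beta, 154 nM SSB, 2 nM primase) was preincubated with compound for 15 min at RT. Synthesis on 1.4 nM ssM13Gori ran 35 min, then was stopped with PicoGreen/EDTA and read as dsDNA fluorescence.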
A350 fluor – compound fluoresces in the Alexa 350 spectral region; AID 590; 11% of 59,000 active; Compound autofluorescence, 340/450 nm, Alexa 350 dye-equivalents; active compounds read high; max dye-equivalent concentration, M; in the data active = max dye-equivalent concentration above about 10 nM; inconclusive = mostly about 1.1 nM to 9.6 nM
Starred values were filed as active, the others as inactive; [ ] = remark or other dose. Unless noted, calls follow the shape of the dose curve; as a rule, active = well fitted curve in the direction sought with a large enough effect; inconclusive = small, poorly fitted or top-dose-only effect, or another doubt; inactive = no such curve, though single readings can be large; an effect the other way counts as inactive or inconclusive.

What do the screens show for `CN1C(=O)C(CC(=O)N2CCN(C(c3ccccc3)c3ccccc3)CC2)N(C)C1=O` (configuration not stated)?
Epigenetic mod: 4%; BRCT inh red: 0.9%; HBB splicing: 1.8%; UbGFP stabilizer: 1%; BRCT inh green: -1.7%; 4MU fluor: inconclusive; Hsp90 Hop PPI: -2%; 15-hLO inh: 9%; CRE Fsk mod: 0%; DNA Pol III inh: -4%; A350 fluor: inconclusive

Results for O=C(CC1CCCC1)OCn1nnc2ccccc2c1=O ?
Epigenetic mod: 3%; BRCT inh red: -0.7%; HBB splicing: -0.8%; UbGFP stabilizer: -2%; BRCT inh green: -0.9%; 4MU fluor: inactive; Hsp90 Hop PPI: 7%; 15-hLO inh: 17%; CRE Fsk mod: inconclusive; DNA Pol III inh: 3%; A350 fluor: inactive

Results for O=C1c2cccc(O)c2C(=O)c2c(O[C@@H]3O[C@H](CO)[C@@H](O)[C@H](O)[C@@H]3O)cccc21 ?
Epigenetic mod: 2%[9.22 µM]; BRCT inh red: -0.8%[15.4 µM]; HBB splicing: 0.2%[9.22 µM]; UbGFP stabilizer: -2%[9.17 µM]; BRCT inh green: -0.9%[15.4 µM]; 4MU fluor: inactive; Hsp90 Hop PPI: -3%[11 µM]; 15-hLO inh: -3%[11.4 µM]; CRE Fsk mod: 14%[7.6 µM]; DNA Pol III inh: -10%[11.4 µM]; A350 fluor: inactive

How did CC(=O)N1CC2(CC(=O)OC(C)C)CN(C(C)=O)CC(CC(=O)OC(C)C)(C1)C2=O do in these assays?
Epigenetic mod: -1%; BRCT inh red: -1.4%; UbGFP stabilizer: 2%; BRCT inh green: -3.1%; 4MU fluor: inactive; Hsp90 Hop PPI: -1%; 15-hLO inh: 7%; CRE Fsk mod: -3%; DNA Pol III inh: 1%; A350 fluor: inactive

How did c1ccc(Cn2c(Nn3cnnc3)nc3ccccc32)cc1 do in these assays?
Epigenetic mod: 0%; BRCT inh red: -0.5%; HBB splicing: 3.4%; UbGFP stabilizer: 6%; BRCT inh green: -1.8%; 4MU fluor: inactive; Hsp90 Hop PPI: -5%; 15-hLO inh: 29%; CRE Fsk mod: inconclusive; DNA Pol III inh: -1%; A350 fluor: inactive

What do the screens show for `O=c1cc(C(F)F)oc2c1ccc1ccccc12`?
Epigenetic mod: -2%; BRCT inh red: -1.0%; HBB splicing: 0.9%[9.22 µM]; UbGFP stabilizer: 11%; BRCT inh green: -0.7%; Hsp90 Hop PPI: 0%; 15-hLO inh: 13µM*; CRE Fsk mod: 14%; DNA Pol III inh: -6%

What do the screens show for `CCOC(=O)c1c(C)c(-c2ccccc2)n(CC(=O)N2CCN(C)CC2)c1C`?
BRCT inh red: -0.1%; HBB splicing: -1.9%; UbGFP stabilizer: 8%; BRCT inh green: -2.2%; Hsp90 Hop PPI: -4%[2.3 µM]; 15-hLO inh: -26%; CRE Fsk mod: 9%; DNA Pol III inh: -4%

Results for Cc1cccc(-c2noc(CN(C)S(=O)(=O)c3cc(Cl)ccc3Cl)n2)c1 ?
Epigenetic mod: -3%; BRCT inh red: 1.3%; HBB splicing: -1.0%; UbGFP stabilizer: -2%; BRCT inh green: 2.8%; 4MU fluor: inactive; Hsp90 Hop PPI: inconclusive; 15-hLO inh: -7%; CRE Fsk mod: 0%; DNA Pol III inh: 2%; A350 fluor: inactive

How did c1ccc(OCCSc2nc3ccccc3o2)cc1 do in these assays?
Epigenetic mod: 2%; BRCT inh red: -2.5%; HBB splicing: 1.3%; UbGFP stabilizer: -3%; BRCT inh green: 1.0%; Hsp90 Hop PPI: inconclusive; 15-hLO inh: -3%; CRE Fsk mod: -2%; DNA Pol III inh: 2%

What do the screens show for `CC[C@H]1C2=C3C(CC[C@H]4C(OCc5ccc(F)cc5C(F)(F)F)OC[C@](C)([C@@H]34)N(C(=O)OC(C)(C)C)C2)C2COC(=O)OCC21` (some centres not stated)?
BRCT inh red: -0.2%; HBB splicing: -0.5%; BRCT inh green: -2.9%; Hsp90 Hop PPI: -2%; CRE Fsk mod: -8%; DNA Pol III inh: -16%

Results for CC(C)OC(=O)c1ccc(OC(=O)c2cccnc2)cc1 ?
Epigenetic mod: 0%; BRCT inh red: 0.5%; HBB splicing: 3.4%; UbGFP stabilizer: 0%; BRCT inh green: 1.4%; Hsp90 Hop PPI: -2%; 15-hLO inh: 2%; CRE Fsk mod: -1%; DNA Pol III inh: 2%

Results for CN1CCN(c2nc3c(c(=O)[nH]c(=O)n3C)n2CCOc2ccccc2)CC1 ?
Epigenetic mod: -3%; BRCT inh red: -1.3%; UbGFP stabilizer: 3%; BRCT inh green: -0.8%; 4MU fluor: inactive; Hsp90 Hop PPI: -2%; 15-hLO inh: 1%; CRE Fsk mod: 5%; DNA Pol III inh: -7%; A350 fluor: inactive

Results for COc1ccc(NC(=O)c2oc3ccccc3c2NC(=O)c2ccc(OC)c(OC)c2)c(OC)c1 ?
Epigenetic mod: 2%; BRCT inh red: -0.3%; HBB splicing: 1.2%; UbGFP stabilizer: -7%; BRCT inh green: -0.2%; 4MU fluor: 4.9e-08M*; Hsp90 Hop PPI: -3%; 15-hLO inh: 0%; CRE Fsk mod: inconclusive; DNA Pol III inh: -7%; A350 fluor: 5.2e-08M*

Results for Nc1nnc(COc2ccc(Br)cc2Br)s1 ?
Epigenetic mod: -2%; BRCT inh red: 0.9%; HBB splicing: 0.0%[0.0738 µM]; UbGFP stabilizer: 8%[9.17 µM]; BRCT inh green: -3.9%; Hsp90 Hop PPI: -3%[11 µM]; 15-hLO inh: -8%[11.4 µM]; CRE Fsk mod: inconclusive; DNA Pol III inh: -9%[11.4 µM]

How did Cc1cc2cc3c(cc2nc1SCC(=O)O)OCCO3 do in these assays?
Epigenetic mod: 0%; BRCT inh red: 1.9%; UbGFP stabilizer: 6%; BRCT inh green: -1.3%; 4MU fluor: inconclusive; Hsp90 Hop PPI: -2%; 15-hLO inh: -1%; CRE Fsk mod: -12%; DNA Pol III inh: 3%; A350 fluor: inconclusive

Results for O=C(CSC1=NCCS1)N1CCCC1 ?
Epigenetic mod: 1%; BRCT inh red: -0.2%; HBB splicing: 1.6%; UbGFP stabilizer: -5%; BRCT inh green: 0.3%; 4MU fluor: inactive; Hsp90 Hop PPI: -3%; 15-hLO inh: 7%; CRE Fsk mod: inconclusive; DNA Pol III inh: -1%; A350 fluor: inactive

How did Cc1cc(NC(=O)C2CC(c3ccc(F)cc3)=NO2)no1 (configuration not stated) do in these assays?
BRCT inh red: -0.9%; HBB splicing: -0.1%; UbGFP stabilizer: -5%; BRCT inh green: -0.1%; Hsp90 Hop PPI: -5%[2.3 µM]; 15-hLO inh: -1%; CRE Fsk mod: -14%; DNA Pol III inh: -1%

What do the screens show for `CC(C)CCn1c(SCC(=O)c2ccccc2)nc2c1c(=O)[nH]c(=O)n2C`?
Epigenetic mod: -2%; BRCT inh red: 1.2%; HBB splicing: 0.1%[57.5 µM]; UbGFP stabilizer: 0%; BRCT inh green: 0.2%; 4MU fluor: inactive; Hsp90 Hop PPI: -2%; 15-hLO inh: 4%; CRE Fsk mod: inconclusive; DNA Pol III inh: 0%; A350 fluor: inactive

What do the screens show for `CCN1CCC[C@H]1CNC(=O)c1cc(S(N)(=O)=O)ccc1OC`?
Epigenetic mod: -1%; BRCT inh red: -0.9%; HBB splicing: 1.0%[20.6 µM]; UbGFP stabilizer: 1%; BRCT inh green: -1.7%; 4MU fluor: inactive; Hsp90 Hop PPI: 1%; 15-hLO inh: -8%; CRE Fsk mod: -8%; DNA Pol III inh: -1%; A350 fluor: inactive

Results for CCOC(=O)CSc1nc2cc(OCC)ccc2cc1C#N ?
Epigenetic mod: 16%; BRCT inh red: 1.0%; HBB splicing: 0.0%[57.5 µM]; UbGFP stabilizer: -1%; BRCT inh green: 11%; 4MU fluor: 1.2e-07M*; Hsp90 Hop PPI: 24%; 15-hLO inh: -6%; CRE Fsk mod: 2%; DNA Pol III inh: -14%; A350 fluor: 1.2e-07M*

How did C=CCOC(=O)CN1C(=O)c2ccccc2C1=O do in these assays?
Epigenetic mod: 5%; BRCT inh red: -1.5%; HBB splicing: -0.1%; UbGFP stabilizer: -5%; BRCT inh green: -3.5%; Hsp90 Hop PPI: 1%; 15-hLO inh: -9%; CRE Fsk mod: -1%; DNA Pol III inh: -1%

What do the screens show for `Cc1cccc(OCC(=O)Nc2cc(C)c(C)cc2O)c1`?
Epigenetic mod: 1%; BRCT inh red: 0.2%; UbGFP stabilizer: -3%; BRCT inh green: 1.1%; 4MU fluor: inactive; Hsp90 Hop PPI: 1%; 15-hLO inh: -12%; CRE Fsk mod: 1%; DNA Pol III inh: -5%; A350 fluor: inactive

The order is random; overall some 12% were active at least once.
